# High-throughput results from PubChem.
# 697 NFkB inh: inhibitors of PMA/ionomycin-induced NF-kB reporter, 697 cells, primary screen, B-cell NF-kB inhibitor project, cell-based, luminescence, uHTS; inhibition, % at 4 µM; hit rate 0.33% among 330,000; 697 B-cell NF-kB luciferase reporter, 16 h; in the data active means inhibition above about 35%
# CCR6 antagonist: CCR6 receptor antagonists, primary screen, cell-based, CHO-K1, luminescence, beta-arrestin, uHTS | C-C chemokine receptor type 6 (Homo sapiens), P51684 | CHO-K1 CCR6 PathHunter beta-arrestin, CCL20-stimulated | inhibition, % at 20 µM | hit rate 0.49% among 340,000 | AID 493098, 2011;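 active means compounds whose inhibition of the agonist-driven luminescence signal at 20 µM reaches about 50%, limit read from the data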;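 further: cells stimulated with CCL20 at 14 nM final; plate controls were DMSO with CCL20 for no effect and DMSO without agonist for full effect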
# SENP8 block: SENP8 protease inhibitors, primary screen, biochemical, luminescence. Sentrin-specific protease 8 (Homo sapiens), Q96LD8. inhibition, % at 10 µM. purified SENP8, Z-RLRGG-aminoluciferin cleavage. hit rate 1.2% among 330,000
# Target sequence (Q96LD8 whole entry, looked up): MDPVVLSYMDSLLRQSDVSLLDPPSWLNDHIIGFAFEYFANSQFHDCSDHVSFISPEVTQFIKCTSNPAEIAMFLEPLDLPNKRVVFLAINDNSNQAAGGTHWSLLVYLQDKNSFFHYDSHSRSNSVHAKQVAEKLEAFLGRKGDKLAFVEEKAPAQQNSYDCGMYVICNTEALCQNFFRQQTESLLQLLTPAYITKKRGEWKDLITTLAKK
# Apaf1 inhib: inhibitors of human Apaf-1 apoptosome, primary screen, biochemical, DEVD-Rh110 fluorescence, uHTS; Apoptotic protease-activating factor 1 (Homo sapiens), O14727; reconstituted apoptosome caspase-3 activity; inhibition, % at 20 µM; hit rate 0.71% among 330,000; AID 489030, 2010; active means inhibition of at least 40% at 20 µM;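 further: plate controls were DMSO wells for no effect and DEVD-CHO caspase inhibitor wells for full effect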
#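 System – cell-free apoptosome with Apaf-1, procaspase-3 and caspase-9 · Buffer or medium – pH 7.5 Hepes buffer with CHAPS, BSA, DTT · Also added – cytochrome c with DEVD-Rh110 · Times – 30 min compound preincubation, 50 min activation, room temperature · Technique – Rh110 fluorescence intensity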
# Gli-Sufu antag: Gli-Sufu pathway antagonists, primary screen, luciferase luminescence, Sufu-KO-LIGHT cells, uHTS. Sufu-KO-LIGHT fibroblasts, Gli luciferase reporter luminescence. inhibition, % at 5 µM. hit rate 0.74% among 340,000. AID 588413, 2011;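 active means inhibition above about 55%, limit read from the data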;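 further: 0% = DMSO-treated cells and 100% = wells with medium but no cells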
# UBC13 polyUb: UBC13 polyubiquitin chain formation inhibitors, primary screen, biochemical, TR-FRET, uHTS | Ubiquitin-conjugating enzyme E2 N (Homo sapiens), P61088 | inhibition, % at 20 µM | hit rate 0.47% among 330,000 | AID 485273, 2010; in the data active means inhibition above about 45%, passing the limit was not always enough; inconclusive means no clear call, values can overlap the other calls
# Target sequence (P61088 whole entry, looked up): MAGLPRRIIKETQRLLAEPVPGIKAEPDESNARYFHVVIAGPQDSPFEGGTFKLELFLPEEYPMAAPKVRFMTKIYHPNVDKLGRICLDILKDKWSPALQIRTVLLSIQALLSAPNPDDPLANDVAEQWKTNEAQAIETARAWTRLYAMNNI
# EBI2 antag: EBI2 receptor antagonists, beta-arrestin recruitment, primary screen, cell-based, luminescence, 7a,25-OHC stimulation, uHTS; G-protein coupled receptor 183 (Homo sapiens), P32249; 7a,25-OHC stimulated; inhibition, % at 5 µM; hit rate 0.81% among 360,000; AID 651636, 2012; in the data active means inhibition above about 38%;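 further: enzyme fragment complementation signal reports receptor beta-arrestin coupling in cells; 0% = agonist plus DMSO wells and 100% = wells without agonist; some results beyond the cut were filed as inactive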
# Target sequence (P32249 whole entry, looked up, the tested form may be a part): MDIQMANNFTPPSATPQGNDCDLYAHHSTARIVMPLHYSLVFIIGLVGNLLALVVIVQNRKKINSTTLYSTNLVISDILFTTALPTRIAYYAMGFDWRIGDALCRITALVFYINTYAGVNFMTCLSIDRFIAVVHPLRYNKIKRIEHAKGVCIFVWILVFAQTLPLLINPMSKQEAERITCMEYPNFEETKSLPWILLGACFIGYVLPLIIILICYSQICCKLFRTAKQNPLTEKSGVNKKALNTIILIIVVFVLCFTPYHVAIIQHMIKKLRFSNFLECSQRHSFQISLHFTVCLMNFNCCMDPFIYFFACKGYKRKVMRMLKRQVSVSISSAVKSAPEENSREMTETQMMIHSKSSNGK
# Jurkat NFkB inh: inhibitors of induced NF-kB luciferase reporter, primary screen, TCR NF-kB activation inhibitor project, cell-based, luminescence, uHTS; Jurkat, PMA/ionomycin-induced NF-kB luciferase reporter; AID 435003, 2010; hit rate 0.53% among 330,000; inhibition, % at 4 µM
# Numbers without * were called inactive; ? = inconclusive; / = no result given. Unless noted, no stated cut-off is given here; in the data, active means inhibition above about 50%; inactive means the rest. This is a subset, so the mix of outcomes need not match the whole.
SMILES,697 NFkB inh,CCR6 antagonist,SENP8 block,Apaf1 inhib,Gli-Sufu antag,UBC13 polyUb,EBI2 antag,Jurkat NFkB inh
O=C(c1cccc([N+](=O)[O-])c1)N1CCN(c2ncccn2)CC1,2,-7,7,2,4,-1,-5,-14
Cc1cccc(NC(=O)C(C)N2C(=O)c3ccccc3S2(=O)=O)n1 (stereo unspecified),2,1,-1,4,-5,1,0,7
CCN1CCN(c2ccc(NC(=O)c3cc(OC)c(OC)c(OC)c3)cc2)CC1,14,10,2,-11,6,10,5,-2
CC1CN(CCS(=O)(=O)c2cc(Cl)ccc2Cl)CC(C)O1 (stereo unspecified),15,-9,-1,-1,-3,8,-25,16
O=C(COC(=O)/C=C/c1cccc(F)c1)Nc1ccccc1-c1ccccc1,8,2,-7,12,-27,6,-4,9
CC(C)CN(CC(C)C)CC(O)CN(c1ccccc1)S(=O)(=O)c1ccccc1[N+](=O)[O-] (stereo unspecified),7,23,2,-7,6,-4,-2,5
COc1ccc(N(CC(=O)Nc2ccc(OC)c(Cl)c2)S(=O)(=O)c2c(C)noc2C)cc1,-11,16,-4,3,17,-8,19,8
O=C(Nc1ncc(Cc2ccccc2Cl)s1)C1CCCO1 (stereo unspecified),-168,-3,-5,4,-117,2,-9,-79
Cc1ccc(N2CCN(C3=NC(=O)/C(=C\c4cccs4)S3)CC2)cc1,-7,20,-10,23,-15,-23,7,-10
O=C(CSC(=S)N1CCOCC1)N1N=CCC1c1ccccc1 (stereo unspecified),12,9,2,-4,-29,5,-7,-5
O=C1N/C(=N\N=C\c2cccs2)SC1Cc1cccc(Cl)c1Cl (stereo unspecified),-64,9,-2,17,-3,-3,-1,39
Cn1c2ccccc2c(=O)c2c(=O)n(C3CCCCC3)c(-c3cccs3)nc21,-7,8,2,8,19,40,7,15

# Next part, overlapping the part above by four compounds.
SMILES,697 NFkB inh,CCR6 antagonist,SENP8 block,Apaf1 inhib,Gli-Sufu antag,UBC13 polyUb,EBI2 antag,Jurkat NFkB inh
Cc1ccc(N2CCN(C3=NC(=O)/C(=C\c4cccs4)S3)CC2)cc1,-7,20,-10,23,-15,-23,7,-10
O=C(CSC(=S)N1CCOCC1)N1N=CCC1c1ccccc1 (stereo unspecified),12,9,2,-4,-29,5,-7,-5
O=C1N/C(=N\N=C\c2cccs2)SC1Cc1cccc(Cl)c1Cl (stereo unspecified),-64,9,-2,17,-3,-3,-1,39
Cn1c2ccccc2c(=O)c2c(=O)n(C3CCCCC3)c(-c3cccs3)nc21,-7,8,2,8,19,40,7,15
Cc1ccc(CN2CCC(CNS(=O)(=O)c3ccc(-c4ccc(=O)[nH]n4)s3)CC2)cc1,11,12,-2,3,60*,-9,-6,-1
CC1(C)Cc2nc(N)c(=O)sc2C1,12,-1,-6,-12,4,-6,-6,12
COc1ccc(C(=O)NCc2ccc3c(c2)OCO3)cc1S(=O)(=O)NCc1ccc(Cl)cc1,-24,0,8,-1,-9,0,-2,8
N#Cc1nc(COc2ccc(Cl)cc2)oc1N1CCN(Cc2ccccc2)CC1,19,26,0,17,27,2,35,18
COC(=O)Cn1cnc2c(nnn2Cc2ccc(Cl)cc2)c1=O,8,10,-5,-10,-2,3,-13,8
O=C(Nn1c(-c2ccc(Cl)cc2)nc2ccccc2c1=O)c1cccnc1Cl,13,9,1,-8,-5,2,0,-3
CCCCCCNC(=O)N1C/C=C\C(c2ccc(OC)cc2)N(Cc2ccc(F)cc2)C(=O)C1 (stereo unspecified),14,9,-21,24,-6,8,2,6
CCN1CCN(CC(=O)Nc2cc(F)ccc2C)CC1,18,7,-4,3,6,11,-7,6
Cc1ccc(CNc2nc(C)cs2)cc1,-96,15,9,1,73*,-6,1,-71
CCc1ccc(-c2nc(CS(=O)CC(=O)NCc3ccco3)c(C)o2)cc1 (stereo unspecified),36*,-8,4,-9,18,5,5,51*
Cc1ccc(O)c(Cn2nnc3ccccc32)c1,16,8,-1,-1,-3,7,9,18
O=C(CSc1nnc2ccccn12)NC(=O)NC1CCCCC1,6,2,9,-9,-9,2,-3,17
O=C(NC(=S)NCc1ccccc1)c1cccnc1,-10,-10,3,-4,-6,-2,2,-21
Cc1ccc(C(=O)N(CCN(C)C)CC2CCCN(Cc3ccccc3F)C2)cc1C (stereo unspecified),-5,7,-5,-30,12,4,-11,-10
Cc1cc(C)cc(NC(=O)CCNS(=O)(=O)c2ccc3c(c2)oc(=O)n3C)c1,16,-8,2,-15,-2,16,-4,-2
CC(=O)Nc1ccc(OCC(=O)N(CC(C)C)C2CCS(=O)(=O)C2)cc1 (stereo unspecified),18,4,-3,3,-4,-6,-7,12
Cc1ccccc1CSCc1ccc(C(=O)NCCCN2CCOCC2)o1,8,10,8,-29,0,-3,3,0
O=C(O)c1ccc2c(=O)n(-c3ccccc3)c(=S)[nH]c2c1,-5,24,-1,8,1,-2,-2,-10
COC(=O)c1ccc(NC(=S)NCCCn2ccnc2)cc1,-5,14,3,2,-11,2,5,2
CCCCn1nc(-c2ccccc2)c2nc3ccccc3nc21,8,/,6,-7,/,?,/,-3
Nc1cc(Cl)nc(N/N=C/c2c(O)ccc3ccccc23)n1,-82,17,32,9,-35,30,41,-51
Cc1nnc(SCC(=O)NCCC2=CCCCC2)[nH]c1=O,17,0,1,-11,5,8,1,8
CC1CCN(CCCOc2ccc(OCc3ccccc3)cc2)CC1,-3,8,-7,-1,-2,16,-8,-19
CC(NC(=O)c1ccc(N2CCNCC2)c([N+](=O)[O-])c1)C12CC3CC(CC(C3)C1)C2 (stereo unspecified),5,-9,-6,-14,9,31,/,5
Cc1cccc(Nc2nc(C)cc(C)c2C#N)c1,-26,10,1,0,2,7,-1,3
CC(C)C(C)(C#N)NC(=O)CSc1nc2scc(-c3ccc(F)cc3)c2c(=O)n1Cc1ccccc1 (stereo unspecified),-2,3,-3,4,11,-18,6,18
COc1ccccc1NS(=O)(=O)c1cccc(C(=O)NCC(C)(C)N2CCOCC2)c1,22,6,-1,-3,7,5,-6,16
CCN(CCCNC(=O)CN(C)S(=O)(=O)c1cccc2nsnc12)c1ccccc1,-2,17,1,7,8,5,-4,-17
CC(CCc1ccccc1)NC(=O)C1CCN(c2nnc(-n3cccc3)s2)CC1 (stereo unspecified),-20,14,-4,17,-4,-5,6,-13
COC1(C2=NCCN2)COc2ccccc2O1 (stereo unspecified),17,7,7,-10,1,12,0,-6
Cc1ccc(NC(=O)COC(=O)CCC2CCCC2)c(Br)c1,15,7,-6,23,-7,3,-16,4
C=CC[C@]12C=C(OC)C(=O)C(OC)=C1O[C@@H](c1ccc3c(c1)OCO3)[C@H]2C,11,-4,-11,-5,-17,6,2,11
CCOc1ccc(S(=O)(=O)Nc2ccc(C(=O)NCC3CCCO3)cc2)cc1 (stereo unspecified),3,5,-10,7,-7,-8,-6,8
CCOCCCNS(=O)(=O)c1ccc2c(c1)CCN2C(C)=O,2,-4,-3,-6,3,9,-4,14
CC1=CC(C)(C)N2C(=O)C3(C(C#N)=C(N)Oc4cc(O)ccc43)c3cccc1c32 (stereo unspecified),14,9,1,28,-4,7,14,-8
O=S(=O)(NCC(c1ccco1)N1CCN(c2ccccc2)CC1)c1ccc(F)cc1 (stereo unspecified),3,6,-5,14,1,1,-1,6
COc1ccc(CCN=C(N)NS(=O)(=O)c2ccc(OC)c(OC)c2)cc1OC,3,5,3,-6,-6,7,-8,2
COc1ccc(NCc2nnc(SCC(=O)N3CCCc4ccccc43)o2)cc1,-14,2,5,13,-1,-19,0,7
O=C(NCCN1CCOCC1)c1cccc(S(=O)(=O)N(Cc2ccccc2)c2ccccc2)c1,27,15,-5,4,-1,2,-2,5
CCc1nnc(NC(=O)CSc2nccn2-c2cc(C)cc(C)c2)s1,-8,17,-2,4,-4,2,-1,4
CCCCC(=O)N/C(N)=N/c1nc2ccccc2o1,-177,1,-17,-7,-79,-3,-7,-121
COc1cc(-c2nc(CN3CCN(c4ncccn4)CC3)c(C)o2)ccc1F,-4,8,-13,7,12,-3,-2,-16
N#Cc1ccc(NC(=O)CN2C(=O)NC3(CCCC3)C2=O)cc1,7,15,7,4,47,8,-4,12
Cc1onc(-c2c(F)cccc2Cl)c1-c1nnc(-c2ccc(C(F)(F)F)cc2)o1,1,16,5,-4,14,-5,4,5
CCN(CC)CCCN1C=C2C(=O)C(C)(OC(=O)C3CCCC3)C(=O)C(c3ccccc3)=C2C=C1CCCC(=O)OC (stereo unspecified),3,-11,-13,14,11,-68,-4,-7
CCc1c(C(=O)N/N=C/c2ccc(C)o2)csc1C,15,-1,-7,-8,2,-10,0,4
Cc1nc([N+](=O)[O-])c(C(=O)OCc2ccccc2)n1C,13,7,1,-4,-16,0,4,-8
CC[N+](CC)(CCCCS(=O)(=O)[O-])CCNP1(=O)C=C(c2ccccc2)OC(c2ccccc2)=C1,1,2,-9,8,-7,-4,-3,8

# Three entries already listed, sorted by the number in 697 NFkB inh, ascending:
Structure	697 NFkB inh	CCR6 antagonist	UBC13 polyUb	EBI2 antag	Jurkat NFkB inh
COc1ccc(CCN=C(N)NS(=O)(=O)c2ccc(OC)c(OC)c2)cc1OC	3	5	7	-8	2
Cc1nc([N+](=O)[O-])c(C(=O)OCc2ccccc2)n1C	13	7	0	4	-8
O=C(NCCN1CCOCC1)c1cccc(S(=O)(=O)N(Cc2ccccc2)c2ccccc2)c1	27	15	2	-2	5

# Next section:
SMILES,697 NFkB inh,CCR6 antagonist,SENP8 block,Apaf1 inhib,Gli-Sufu antag,UBC13 polyUb,EBI2 antag,Jurkat NFkB inh
Cn1cccc1C(=O)OCc1nc2ccccc2c(=O)[nH]1,-15,6,0,8,1,-18,0,9
C(=C\c1ccccc1)/C=N/N1CCN(Cc2ccccc2)CC1,-7,-2,-4,7,-12,3,17,-16
COc1ccc(OC)c(NC(=O)c2ccc(CN3CCOCC3)cc2)c1,17,15,-2,-4,0,14,-12,-4
Cc1ccc(/C=N/n2c(COc3ccccc3)n[nH]c2=S)o1,6,4,-3,-12,-3,-4,0,11
COC(=O)Cc1csc(Nc2c(C)n(C)n(-c3ccccc3)c2=O)n1,2,-6,3,-7,0,-1,-17,3
COc1cc(SC)ccc1C(=O)OCC(=O)N1CC(=O)Nc2ccccc21,-1,5,-4,-3,-12,11,-16,-5
COC(=O)CC1c2ccccc2S(=O)(=O)N1Cc1ccccc1 (stereo unspecified),24,-3,-4,-3,2,5,6,9
O=C1NC(Cc2ccccc2)c2nc3ccc(Br)cc3c(=O)n2-c2cc(Cl)ccc21 (stereo unspecified),6,/,3,10,/,12,/,10
O=C(O)CC1C(=O)NCCN1C/C=C/c1ccccc1 (stereo unspecified),12,-7,7,4,4,5,-6,-4
COc1ccc(C)cc1S(=O)(=O)N1CCCC(C(=O)N2CCOCC2)C1 (stereo unspecified),11,-2,-8,8,1,-3,2,19
FC(F)(F)c1cccc(-c2nnc3ccc(C(F)(F)F)cn23)c1,6,-9,7,9,11,10,6,1
COc1ccc(C)cc1S(=O)(=O)N(CC(=O)NCc1ccco1)c1ccc(C)cc1,-16,6,5,20,2,-4,-9,19
COc1ccc(N2CCN(C(=O)CCC(=O)c3cc(C)sc3C)CC2)cc1,2,-2,-12,11,8,3,16,2
COc1ccc(OC)c(CCNC(=O)CCCc2nnc3n(C)c(=O)c4sccc4n23)c1,11,7,-2,1,18,-3,-5,4
O=S(=O)(c1ccccc1Cl)N1CCCC1c1nc(-c2ccc(Cl)cc2)no1 (stereo unspecified),-9,4,-2,17,-4,5,12,12
O=C(CSc1nc2nn(-c3ccccc3)c(=O)c-2c2n1CCCCC2)Nc1ccc(OC(F)F)cc1,-10,26,-15,26,8,-29,15,-8
